Screening results from PubChem.
SENP8 block-1: human SENP8 protease inhibitors, primary screen, biochemical, fluorescence, Nedd8 protein substrate, uHTS; 360,000 tested, 0.64% active; Sentrin-specific protease 8 (Homo sapiens), Q96LD8; AID 602440, 2012; recombinant SENP8; inhibition, % at 20 µM; in the data active means inhibition mostly above about 40%, no sharp cut-off; inactive means mostly below about 27%
Target sequence (Q96LD8 whole entry, looked up): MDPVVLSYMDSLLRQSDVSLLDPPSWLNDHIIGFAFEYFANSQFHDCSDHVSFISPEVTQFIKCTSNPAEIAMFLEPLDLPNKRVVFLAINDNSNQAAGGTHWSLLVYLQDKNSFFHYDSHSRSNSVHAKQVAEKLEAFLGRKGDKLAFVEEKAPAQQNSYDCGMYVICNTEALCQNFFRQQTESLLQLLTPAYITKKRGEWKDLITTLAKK
Apaf1 inhib: inhibitors of human Apaf-1 apoptosome, primary screen, biochemical, DEVD-Rh110 fluorescence, uHTS. 330,000 tested, 0.71% active. inhibition, % at 20 µM. reconstituted apoptosome caspase-3 activity. Apoptotic protease-activating factor 1 (Homo sapiens), O14727. AID 489030, 2010; active means inhibition of at least 40% at 20 µM;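 further: plate controls were DMSO wells for no effect and DEVD-CHO caspase inhibitor wells for full effect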
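Material: biochemical Apaf-1 apoptosome reconstitution. Medium: Hepes buffer, pH 7.5. Also added: cytochrome c activation, bis-DEVD rhodamine 110 substrate. Timing: 30 min compound preincubation, 50 min activation, room temperature. Measured by: rhodamine 110 fluorescence at Ex 480/Em 540 nm.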
SENP1 inh: human SENP1 catalytic domain inhibitors, primary screen, biochemical, FRET, uHTS; Sentrin-specific protease 1 (Homo sapiens), Q9P0U3; recombinant SENP1 catalytic domain, CyPet-SUMO1-YPet FRET cleavage; inhibition, % at 10 µM; 360,000 tested, 0.21% active; AID 624204, 2012;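 active means inhibition at least 30% at 10 µM, raw YFP signal under a set limit, fluorescence ratio 0.5 to 1.5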;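 further: 0% = enzyme with DMSO and 100% = no enzyme wells; some results filed as inactive read as strong as hits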
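Controls: no-enzyme wells low, DMSO-plus-enzyme wells high control. Test system: human recombinant His6-tagged SENP1 catalytic domain enzyme. Reagent: SFCypet-SUMO1-SFYpet FRET protein substrate, 25 nM final. Doses: one dose per compound, 10 µM, 0.5% DMSO. Detection: FRET, CFP and YFP emission. Timing: 50 min reaction at room temperature.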
SENP6 block: SENP6 protease inhibitors, primary screen, biochemical, luminescence, uHTS. AID 2599, 2010. Recombinant SENP6 catalytic domain, aminoluciferin luminescence. Sentrin-specific protease 6 (Homo sapiens), Q9GZR1. 330,000 tested, 1.8% active. inhibition, % at 10 µM;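 active means inhibition above about 50% at the single tested dose, limit read from the data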;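 further: plate controls were DMSO wells with enzyme for no effect and DMSO wells lacking enzyme for full effect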
SENP7 inh: SENP7 protease inhibitors, primary screen, biochemical, luminescence, uHTS | inhibition, % at 5 µM | 330,000 tested, 1.5% active | Sentrin-specific protease 7 (Homo sapiens), Q9BQF6 | AID 434973, 2010 | recombinant SENP7, Z-RLRGG-aminoluciferin luminescence, 40 min;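 active means inhibition above about 50% at the single test dose, limit read from the data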;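 further: plate controls were DMSO with enzyme for no effect and no enzyme buffer wells for full effect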
PfG6PD inh: PfG6PD enzyme inhibitors, primary screen, biochemical, fluorescence intensity, uHTS; glucose-6-phosphate dehydrogenase-6-phosphogluconolactonase (Plasmodium falciparum 3D7); PfGluPho enzyme, NADPH resazurin-diaphorase fluorescence; inhibition, % at 20 µM; 350,000 tested, 0.78% active;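 active means inhibition reaching at least a set limit at 20 µM in the primary screen, cut at about 59% in these data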;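 further: 0% = DMSO wells with substrate and 100% = DMSO wells lacking glucose-6-phosphate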
HKDC1 inh: HKDC1 hexokinase inhibitors, primary screen, biochemical, fluorescence, uHTS; Q2TB90; recombinant HKDC1, G6PDH/diaphorase resazurin coupled fluorescence; inhibition, % at 20 µM; 340,000 tested, 0.16% active;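 active means inhibition above about 35% when tested at 20 µM, limit read from the data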;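 further: plate controls were DMSO wells with enzyme for no effect and DMSO wells lacking enzyme for full effect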
Target sequence (Q2TB90 whole entry, looked up): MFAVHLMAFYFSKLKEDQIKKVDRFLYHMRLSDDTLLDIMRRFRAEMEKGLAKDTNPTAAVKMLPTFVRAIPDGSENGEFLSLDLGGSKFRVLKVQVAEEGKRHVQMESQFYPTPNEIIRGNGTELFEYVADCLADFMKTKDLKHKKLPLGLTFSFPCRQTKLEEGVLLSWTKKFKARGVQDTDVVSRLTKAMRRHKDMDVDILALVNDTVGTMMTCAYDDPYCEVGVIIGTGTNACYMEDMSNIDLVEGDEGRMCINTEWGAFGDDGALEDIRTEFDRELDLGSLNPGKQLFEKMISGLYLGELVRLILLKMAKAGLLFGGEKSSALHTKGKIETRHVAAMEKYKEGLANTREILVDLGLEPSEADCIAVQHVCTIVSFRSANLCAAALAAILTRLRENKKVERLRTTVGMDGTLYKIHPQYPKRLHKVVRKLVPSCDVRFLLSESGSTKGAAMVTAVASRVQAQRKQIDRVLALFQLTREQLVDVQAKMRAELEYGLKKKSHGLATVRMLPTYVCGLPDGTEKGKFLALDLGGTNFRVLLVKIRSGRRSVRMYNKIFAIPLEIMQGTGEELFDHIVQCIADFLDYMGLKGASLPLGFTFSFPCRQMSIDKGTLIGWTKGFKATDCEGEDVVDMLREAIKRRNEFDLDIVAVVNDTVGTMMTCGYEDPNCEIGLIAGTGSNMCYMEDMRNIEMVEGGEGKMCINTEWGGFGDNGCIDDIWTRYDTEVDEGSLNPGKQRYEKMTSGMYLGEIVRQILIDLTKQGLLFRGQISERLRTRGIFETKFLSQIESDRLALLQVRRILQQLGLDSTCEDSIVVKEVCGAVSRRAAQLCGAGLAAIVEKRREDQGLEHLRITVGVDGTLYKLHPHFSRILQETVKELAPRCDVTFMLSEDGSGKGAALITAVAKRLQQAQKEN
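Test system: Recombinant HKDC1 (HK5) hexokinase enzyme, produced in-house | Input: HKDC1 at 5 µg/mL | Buffer or medium: Tris pH 8.0 buffer with MgCl2, Tween-20, BSA, BME | Schedule: 90 min reaction incubation at room temperature, dark | Technique: Resazurin-to-resorufin fluorescence via G6PDH and diaphorase coupling, 525/613 nm | Controls: DMSO wells with and without enzyme mix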
SENP8 block-2: SENP8 protease inhibitors, primary screen, biochemical, luminescence; purified SENP8, Z-RLRGG-aminoluciferin cleavage; inhibition, % at 10 µM; 330,000 tested, 1.2% active; AID 2540, 2010; in the data active means inhibition above about 50%
* hit, by the source's call; nt = no result given. Random draw from the library (roughly 3.6% active in at least one column).

SMILES	SENP8 block-1	Apaf1 inhib	SENP1 inh	SENP6 block	SENP7 inh	PfG6PD inh	HKDC1 inh	SENP8 block-2
Cn1cc(Cl)c(C(=O)NC2CCCCCC2)n1	3	-14	3	-7	7	-20	-5	-4
CSCc1c(C(=O)NCCc2ccccn2)oc2ccccc12	10	4	0	3	1	13	-5	-2
N/C(CS(=O)(=O)c1ccccc1)=N\OC(=O)c1ccc(F)cc1	6	4	3	5	-5	2	-5	-2
O=C(/C=C/c1ccc(S(=O)(=O)NCc2ccco2)cc1)NCc1ccccc1Cl	23	15	0	0	4	10	2	5
C=CCNC(=O)c1cc2c(=O)n3cccc(C)c3nc2s1	-312	1	-30	-3	5	4	4	0
C=CCn1c(SCC(=O)Nc2sc(C)c(C)c2C(=O)OCC)nnc1-c1sc(N)nc1C	18	29	2	3	-14	-3	10	-6
COC(=O)c1ccc2c(=O)n3c(nc2c1)SCC(c1ccccc1)=N3	-14	8	-11	-20	-5	16	3	-9
CC(C)(C)CC(=O)Nc1cccc2c1CCCC2	14	3	0	-1	5	-6	-1	3
CN(C)C(=O)Oc1ccc[n+](C)c1	10	-14	-1	-8	-9	2	-6	6
Cc1ccc(C)c(OCC(=O)Nc2nc3ccc([N+](=O)[O-])cc3s2)c1C	0	3	-49	2	-3	-25	6	-3
COc1ccccc1CNC(=S)NCc1ccc(F)cc1	-2	14	1	3	8	8	1	7
CCC1(CC)NC(=O)N(CC(=O)Nc2ccc(-n3cnnn3)cc2)C1=O	13	10	0	4	0	-9	-5	-14
O=c1cc(-c2ccc(Cl)cc2)nc(N2CCN(c3ccccc3)CC2)[nH]1	7	-4	1	22	-6	6	1	0
COC(=O)CCC(=O)c1ccn(S(=O)(=O)c2ccccc2)c1	10	11	0	5	8	-4	-1	7
O=c1c2cc(Br)ccc2nc(-c2ccc(Cl)cc2)n1O	12	nt	2	nt	nt	-19	0	nt
O=C(COC(=O)Cc1ccsc1)Nc1cccc(F)c1	8	-7	2	18	-5	9	-4	3
COc1cc2cc(NC(C)=O)cc(NCc3ccccc3)c2cc1OC	-313	88*	-2	75*	47	49	14	70*
O=C(N/N=C/c1ccc(Cl)cc1)c1cc(-c2cccnc2)nc2ccccc12	8	15	0	-13	1	-12	0	-9
CC(=O)c1cccc(NC(=O)Nc2csc3c2CCCC3)c1	5	26	2	-17	-4	28	-3	-17
O=C(NC(=S)NCCO)c1sc2ccccc2c1Cl	2	-12	-5	24	-1	-8	0	-4
CCc1ccc(NC(=S)N2CCCC2)cc1	11	-8	-2	-17	-11	-4	-6	-2
Cc1ccc(-c2cc(C(=O)Nc3cccnc3)[nH]n2)c(O)c1C	24	-22	-2	98*	95*	12	-8	93*
CC(=O)NC1CC2CCCC(C1)N2S(=O)(=O)c1cccc(F)c1 (stereo unspecified)	16	-2	2	-11	-3	-8	1	5
Cc1nc(CN2CCN(C(=O)CCc3nnc(Cc4c[nH]c5ccccc45)o3)CC2)cs1	14	7	-8	-3	8	-2	-10	8
Cn1c(=O)n(C)c2cc(NC(=O)c3ccccc3NS(C)(=O)=O)ccc21	-21	-1	-3	-2	-14	30	-2	-11
New compounds follow.
SMILES	SENP8 block-1	Apaf1 inhib	SENP1 inh	SENP6 block	SENP7 inh	PfG6PD inh	HKDC1 inh	SENP8 block-2
COc1ccc(/C=C/C(=O)NCC(=O)n2nc(C)cc2C)cc1	15	-6	0	-13	-2	-7	-1	-2
CC1Cc2ccccc2N1C(=O)CSc1nnc(CNc2ccccc2)o1 (stereo unspecified)	13	-1	1	9	6	6	-11	-3
Cc1csc(NC(=O)CSc2nc3nc(C)cc(C)n3n2)n1	18	7	2	-2	-10	1	-7	-7
CC(C)C(=O)Nc1c2c(nn1-c1ccc(F)cc1)CSC2	-2	-7	1	0	-4	-11	-5	-7
C/C(=N\O)C(C)(C)Nc1ccccc1F	13	-8	-2	-13	-6	9	2	-7
C=CSc1sc(Cl)c(N(C)C)c1[N+](=O)[O-]	18	1	0	2	2	8	14	10
COc1ccc(N2C(=O)C(CC(=O)O)S/C2=C\C(C)=O)cc1 (stereo unspecified)	25	-3	2	-5	-8	-16	5	-10
CC(=O)Nc1ccc(S(=O)(=O)NCCC(=O)NC2CCCCCC2)cc1	16	-5	0	-6	-8	-19	-1	-7
Cc1c(C(=O)OCC(=O)N2C(C)CCCC2C)oc2ccccc12 (stereo unspecified)	-5	1	1	2	7	-2	-1	-2
c1ccc(OCCCc2nc(-c3ccncc3)no2)cc1	5	3	-1	1	-3	11	-4	-4
Cc1nc2ccc(N=NN(C)C)cc2[nH]1	-5	-14	0	-1	3	40	4	-3
CCn1c(CSc2ncccn2)nnc1SCC(=O)N1CCc2ccccc21	14	-10	-1	6	2	14	-13	-5
COc1ccc(N(CC(=O)Nc2ccc3c(c2)OCO3)S(C)(=O)=O)c(OC)c1	14	5	-3	-13	-7	-13	2	-9
CSc1ncccc1C(=O)NCCc1ccc(Cl)cc1	-7	-99	0	-3	-1	5	-11	-3
CC(=O)N/C(=N\c1nc(C)cc(C)n1)Nc1ccc(Cl)cc1Cl	17	2	2	17	4	-6	0	1
N#C/C(=C\c1ccc(-c2ccc(C(=O)O)cc2)o1)C(=O)NCC1CCCO1 (stereo unspecified)	-237	-2	-26	-12	3	9	18	-3
CCOCCCNC(=O)CN1N=C(c2ccc(C)cc2)CCC1=O	19	5	-2	-25	-8	-5	-5	-4
COc1cccc(CC(=O)Nc2ccc3nc(C)sc3c2)c1	19	-5	2	15	16	-24	6	2
CCOCCCNC(=O)C1CCCN(S(=O)(=O)CC)C1 (stereo unspecified)	46*	-2	1	0	-1	-26	-9	-2
Cc1cccc(N2CCN(S(=O)(=O)c3ccc4c(c3)CCC(=O)N4)CC2C)c1 (stereo unspecified)	17	-1	1	2	0	-14	1	4
Cc1cc2c(cc1S(=O)(=O)Nc1cccc(C)c1C)n(C)c(=O)c(=O)n2C	-99	6	-2	-13	15	-3	2	-10
CCOc1ccc(C(=O)NCCc2ccccc2)cc1	14	-7	-1	64*	56*	9	-7	52*
CC(C)OCCCNC(=O)c1ccc(CS(=O)(=O)Cc2ccccc2F)o1	12	-6	2	-20	-6	-4	7	-12
CCCC(C)C(=O)Nc1ccc(Cl)cc1Cl (stereo unspecified)	10	1	1	3	-1	-8	0	-5
Cc1nn(-c2ccccc2)c(N2CCCC2)c1/C=N/NC(=S)Nc1ccc(F)cc1	-61	13	2	-10	0	20	-12	2

Ordered by molecular weight (largest number first): part of the list above.
SMILES	SENP8 block-1	Apaf1 inhib	SENP1 inh	SENP6 block	SENP7 inh	PfG6PD inh	HKDC1 inh	SENP8 block-2
CC(=O)c1cccc(NC(=O)Nc2csc3c2CCCC3)c1	5	26	2	-17	-4	28	-3	-17
CCOCCCNC(=O)C1CCCN(S(=O)(=O)CC)C1 (stereo unspecified)	46*	-2	1	0	-1	-26	-9	-2
O=C(COC(=O)Cc1ccsc1)Nc1cccc(F)c1	8	-7	2	18	-5	9	-4	3
Cn1cc(Cl)c(C(=O)NC2CCCCCC2)n1	3	-14	3	-7	7	-20	-5	-4

The list continues:
SMILES	SENP8 block-1	Apaf1 inhib	SENP1 inh	SENP6 block	SENP7 inh	PfG6PD inh	HKDC1 inh	SENP8 block-2
Cc1cc(C(=O)Nc2c(F)c(F)c(F)c(F)c2F)n(-c2ccccc2)n1	9	0	-3	2	-1	-3	-3	8
COc1ccccc1NC(=O)CN(Cc1ccco1)C(=O)c1ccc(Cl)nc1	3	2	-1	-21	2	-12	-2	5
CCCC(=O)Nc1nnc(COC)s1	10	2	-2	-7	-9	-3	-5	-13
CCN(CC)c1ccc(N)cc1S(=O)(=O)Nc1ccc(OC)cc1	0	-18	0	-6	-7	13	-4	-3
Cc1ccccc1OCCSc1nnc(C)n1-c1ccccc1	17	12	3	1	-1	6	-7	0
CC(/C=N/n1c(-c2cccnc2)n[nH]c1=S)=C\c1ccco1	14	-5	1	1	-3	23	8	6
CCn1c(CNC(=O)c2ccccc2F)nnc1SCc1nc2ccccc2c(=O)[nH]1	nt	0	nt	-10	-1	nt	nt	-9
COc1ccc(-c2cn(-c3ccc(OC)cc3)c(=S)[nH]2)cc1	5	5	-7	-14	-8	48	-4	-10
Cc1ccc2nc(C)c(Cl)c(=O)n2c1	-48	1	-3	9	10	0	-4	-3
Cc1nc([N+](=O)[O-])c(Sc2nc3ccc([N+](=O)[O-])cc3[nH]2)n1Cc1ccccc1	9	-8	4	-11	5	-27	11	-7
Cc1ccc(C)n1-c1c(C(=O)NN)cnn1-c1ccccc1	14	-2	-1	0	-10	4	-2	-6
O=C(NCCSc1ccc(Br)cc1)c1ccc2nc[nH]c2c1	3	-1	-2	-11	-2	-21	3	-2
COCCCn1cc(C(=O)c2ccccc2OCC(=O)Nc2cccc(F)c2)cc(C#N)c1=O	-11	7	-19	1	-4	4	-6	-5
COc1ccc(NC(=O)c2cc3c(=O)n4ccccc4nc3n2C)cc1OC	-118	-18	-44	3	4	-14	-1	0
Cc1cc(-n2c(C)cc(C(=O)CSc3ccc4c(c3)OCCO4)c2C)no1	12	28	0	1	12	45	7	1
O=C(O/N=C1/CCSc2ccccc21)c1ccc(F)cc1	3	-11	3	42	87*	-2	3	50
CC(=O)Nc1ccc(S(=O)(=O)NCCSc2ccccn2)cc1	13	1	2	-10	-7	0	-3	-6
C#CCOCCOCCOCCNc1nc(N2CCN(C(=O)[C@H]([C@@H](C)CC)n3cc(CCC(=O)O)nn3)CC2)nc(N2CCN(C(=O)[C@H](CCCCN)n3cc(CC(C)O)nn3)CC2)n1 (stereo partly specified)	4	nt	0	nt	nt	-5	0	nt
CCOc1ccc(C(=O)N(CC(=O)Nc2cccc(C)c2C)CC2CCCO2)cc1OC (stereo unspecified)	5	-3	-1	-12	5	-2	-6	-3
COc1ccc(N2C(=NC(C)=O)SC3CS(=O)(=O)CC32)cc1OC (stereo unspecified)	18	-4	2	-19	-1	-3	-2	-1
O=[N+]([O-])c1cccc2c(Cl)ccnc12	15	-4	0	-18	-1	1	-1	1
C=C1CC[C@@]23CC[C@]4(C)[C@@](OC2=O)([C@@H]3C1)[C@H]1O[C@H]1C1[C@@]2(C)CC[C@H](O)C(C)(C)C2CC[C@]14C (stereo partly specified)	8	2	-1	1	-10	0	-2	-13
O=C1c2ccccc2C(Nc2ccc(S(=O)(=O)N3CCOCC3)cc2)N1Cc1ccco1 (stereo unspecified)	5	8	2	-12	-1	-2	-2	-7
O=c1nc(-c2ccccc2)n(-c2ccccc2)c2ncccc12	7	-21	-1	-18	-1	3	-8	-3
CC(=O)NN1C(=O)/C(=C\c2ccc(Br)o2)SC1=S	29	15	55*	-7	5	-3	0	9
CC(NC(=O)c1ccco1)c1ccc2c(c1)OCO2 (stereo unspecified)	10	6	1	-13	9	2	2	-10
Cc1cc(SCC(=O)N(C)C2CCCCC2)nc2ccccc12	1	-3	2	9	5	-16	5	7
C=C(C)COc1ccc(-c2[nH]ncc2-c2ccccc2)c(O)c1	5	9	2	-2	-2	3	-7	-4
